USP2a block – inhibitors of human ubiquitin-specific protease USP2a; O75604; USP2 core, Ub-CHOP2 coupled fluorogenic reporter, 485/531; Potency, µM (top dose mostly 38.3 µM), for the others: at the top dose activity change, negative = inhibition, usual class: inhibitors; actives 0.01% (n = 330,000); AID 463254;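 further: potency means the concentration at half of the fitted maximal effect; plate controls were DMSO wells for no effect and full inhibition by NEM control for full effect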
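USP2 core (10nM final) preincubated 30min RT with compound in 20mM Tris-HCl pH 8.0, 2mM CaCl2, 2mM beta-mercaptoethanol, 0.05% CHAPS; 25nM Ub-CHOP2 plus 25nM reporter substrate added, fluorescence (Ex485/Em531) read after 60min.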
TCR act – T cell receptor activation; Potency, µM (titrated, usually from 9.22 µM), inactives show at the highest dose activation of IL-2 secretion, actives largely listed as activators; primary human leukocytes, anti-CD3, IL-2 HTRF, 48 h; 330,000 tested, under 10 active; further: % of control where 0% means no effect
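Human primary leukocytes + a-CD3 beads + cpd, 48 hr; IL-2 in supernatant by HTRF (ex 320nm / em 665nm). No co-stimulatory signal supplied.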
Mito fusion yeast – mitochondrial division inhibition or fusion activation; S. cerevisiae fusion-defective mutant growth rescue, CellTiterGlo 48 h; Potency, µM (top dose mostly 46.1 µM), inactives show at the top dose growth rescue (activation), actives largely listed as activators; actives 0.23% (n = 320,000); AID 485298;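 further: potency means the concentration at half of the fitted maximal effect; % of control where 0% means no effect; nearly all actives have a fitted effect of over 45% in size; temperature-sensitive fusion mutants such as fzo1-1 at 37 °C on non-fermentable ethanol glycerol medium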
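Luminescent cell viability in 1536-well qHTS format served as the measure of rescued growth in ts fusion-mutant S. cerevisiae cultured on non-fermentable YPEG for 48 hours at 37C.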
Eya2 phos inh – inhibitors of human Eya2 phosphatase activity; recombinant Eya2, OMFP fluorescence dephosphorylation (OMFP is methylfluorescein phosphate); AID 488837; O00167; actives 0.006% (n = 330,000); Potency, µM (top dose mostly 76.9 µM), without a hit: at the highest dose activity, negative = inhibition, actives largely listed as inhibitors; further: potency means the concentration at half of the fitted maximal effect; on the % scale 0 is the no-effect control and ±100 the full control effect
Target sequence (O00167 whole entry, looked up): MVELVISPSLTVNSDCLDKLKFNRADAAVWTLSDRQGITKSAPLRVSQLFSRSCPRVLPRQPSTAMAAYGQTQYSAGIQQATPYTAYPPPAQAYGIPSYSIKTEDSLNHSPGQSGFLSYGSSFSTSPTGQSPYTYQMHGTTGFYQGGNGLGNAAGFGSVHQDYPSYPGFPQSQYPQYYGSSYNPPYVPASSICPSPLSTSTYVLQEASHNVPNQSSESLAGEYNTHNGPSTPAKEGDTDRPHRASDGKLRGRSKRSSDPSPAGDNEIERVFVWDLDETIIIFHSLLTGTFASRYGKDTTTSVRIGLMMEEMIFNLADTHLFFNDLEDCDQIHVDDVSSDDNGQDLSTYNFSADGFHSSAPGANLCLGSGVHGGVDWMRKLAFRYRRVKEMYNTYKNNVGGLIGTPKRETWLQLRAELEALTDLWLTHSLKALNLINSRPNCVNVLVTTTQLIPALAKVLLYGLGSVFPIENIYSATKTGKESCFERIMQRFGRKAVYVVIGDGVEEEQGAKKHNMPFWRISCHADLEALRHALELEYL
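Eya2 protein (added as 0.2 uM solution) was preincubated with compound for 10 min at ambient temperature in 50 mM HEPES pH 7.5, 50 mM NaCl, 5 uM MgCl2, 0.05% BSA, 1 mM DTT. OMFP (added at 50 uM) then reacted 10 min; fluorescence read at 485/525 nm.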
B2AR arrestin – agonists driving beta-arrestin recruitment to human beta2-adrenergic receptor; beta-arrestin recruitment to beta2AR, cell-based reporter; Potency, µM (highest dose often 46.1 µM), inactives show top-dose activation, most hits filed as activators; actives 0.02% (n = 330,000); AID 492947;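 further: potency means the concentration at half of the fitted maximal effect; 0% = DMSO controls and full agonism = EC100 isoproterenol or metaproterenol; nearly all actives have a fitted effect of over 65% in size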
Chronic BCR inh – blocks chronic active B-cell receptor signaling; ABC-DLBCL IkBa-CBG/CBR reporter, luminescence ratio, 4 h; Potency, µM (highest dose often 46.1 µM), inactives show at the highest dose ratio change, negative = lower green/red ratio, usual class: inhibitors; actives 0.05% (n = 340,000); active means well fitted inhibition curve with a large enough effect in the signal ratio, with a control signal flat, not every such curve was filed as active; inconclusive means small, poorly fitted or top-dose-only effect, or effect the other way, or a change in a side signal; the % refers to the signal ratio;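 further: potency means the concentration at half of the fitted maximal effect; plate controls were basal doxycycline-induced cells for no effect and cells given 10 µM MG132 for full effect; MG132 reads +100%, hits lower the ratio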
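Cell line TMD8 (human ABC DLBCL), stably expressing tet-inducible CBG68-IkBa fusion and CBR; IMDM/0.5% FBS; cpd up to 46 uM; dox induction, 4 h, 37C/5% CO2; dual luminescence; green/red ratio; MG132 control.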
uPA generation – inhibitors of cell surface uPA generation | cell surface uPA generation assay, qHTS | Potency, µM (top dose mostly 38.3 µM), for inactives: at the highest dose activity change, negative = inhibition, actives largely listed as inhibitors | actives 0.31% (n = 330,000) | AID 540303; active means well fitted inhibition curve with a large enough effect; inconclusive means small, poorly fitted or top-dose-only effect; inactive means no such curve, though single readings can be large or run the other way; tested in mouse RAW 264.7 cells; further: potency means the concentration at half of the fitted maximal effect; on the % scale 0 is the no-effect control and ±100 the full control effect; nearly all actives have a fitted effect of over 55% in size
PTAP TSG101 blk – blocks PTAP/TSG101 interaction to inhibit HIV-1 budding. Q99816. Fluorescence polarization, FITC-PTAP peptide / Tsg101 binding. Potency, µM (titrated, usually from 115 µM), without a hit: top-dose activity change, negative = inhibition, actives largely listed as inhibitors. 340,000 tested, under 10 active; active means well fitted inhibition curve with a large enough effect in the main read-out, with a control signal flat, not every such curve was filed as active; inconclusive means small, poorly fitted or top-dose-only effect, or effect the other way, or a change in a side signal; inactive means no such curve, though single readings can be large or run the other way; further: potency means the concentration at half of the fitted maximal effect; % of control where 0% means no effect
Target sequence (Q99816 whole entry, looked up): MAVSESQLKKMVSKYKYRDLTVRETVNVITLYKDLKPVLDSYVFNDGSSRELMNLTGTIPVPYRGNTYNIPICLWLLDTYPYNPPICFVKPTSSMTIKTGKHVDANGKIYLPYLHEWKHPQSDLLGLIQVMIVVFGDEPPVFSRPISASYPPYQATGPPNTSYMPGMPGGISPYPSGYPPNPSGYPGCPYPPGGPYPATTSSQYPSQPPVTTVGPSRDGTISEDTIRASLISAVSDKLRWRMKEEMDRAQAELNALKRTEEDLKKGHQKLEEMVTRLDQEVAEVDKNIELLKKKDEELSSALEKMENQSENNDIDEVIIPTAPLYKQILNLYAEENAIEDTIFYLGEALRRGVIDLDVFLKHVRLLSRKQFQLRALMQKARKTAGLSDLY
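Steps: Tsg101 binding domain dispensed (10 uM final), compounds pinned in DMSO, FITC-labeled PTAP-motif peptide added (50 nM final); after 20 min binding at room temperature, polarization measured.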
ELG1 repair inh – blocks ELG1-dependent DNA repair in HEK293T cells. HEK293T ELG1-luciferase reporter, luminescence, 16 h; DNA damage induced by 5-fluorouridine. Potency, µM (highest dose often 46.1 µM), inactives show top-dose activity change, negative = inhibition, actives largely listed as inhibitors. actives 2.3% (n = 330,000). AID 504467; further: potency means the concentration at half of the fitted maximal effect; on the % scale 0 is the no-effect control and ±100 the full control effect; nearly all actives have a fitted effect of over 55% in size
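Quantitative HTS, concentration-response format. 2,000 cells/well co-treated with 5-fluorouridine and compound, 16 hr in 5% CO2 at 37 °C; ONE-Glo luminescence read after 30 min.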
Tb PFK inh – T. brucei PFK enzyme inhibition | T. brucei PFK, ADP-Glo luminescence | Potency, µM (series often up to 57.5 µM), inactives show at the top dose activity, negative = inhibition, usual class: inhibitors | actives 0.17% (n = 330,000) | AID 485367;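 further: potency means the concentration at half of the fitted maximal effect; 0% = uninhibited 1x PFK enzyme wells and -100% = no-enzyme wells; nearly all actives have a fitted effect of over 60% in size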
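1.25 nM PFK with 0.5 mM F6P and 0.1 mM ATP in 0.1 M TEA pH 8.0, 5 mM MgCl2, incubated 45 min at room temperature; ADP measured by ADP-Glo luminescence; compounds titrated up to 57 uM.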
TSHR antagonist – human thyrotropin receptor antagonism. activity change, negative = inhibition, % at 11.5 µM. actives 0.2% (n = 330,000). AID 504810. TSHR-expressing cells, TSH-stimulated cAMP HTRF, 2 h; hits give low values;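 active means activity change below a set negative limit, meaning inhibition stronger than a set level, cut at about -70% in these data; inconclusive means activity change between two set negative limits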; further: on the % scale 0 is the no-effect control and ±100 the full control effect
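TSHR-expressing cells were treated with compounds, then stimulated with TSH at EC80 (4nM final) for 2 hours at 37 deg C. Cellular cAMP was measured by HTRF competition between lysate cAMP and cAMP-d2 for a cryptate-labelled anti-cAMP antibody.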
Active calls of the source: *; ? = inconclusive; . = no result given; [ ] = dose if it differs, or a comment. Unless noted, the call rests on the fitted dose curve; in most records, active means well fitted curve in the direction sought with a large enough effect; inconclusive means small, poorly fitted or top-dose-only effect, or another doubt; inactive means no such curve, though single readings can be large; an effect the other way counts as inactive or inconclusive.

structure | Chronic BCR inh | B2AR arrestin | PTAP TSG101 blk | TCR act | uPA generation | Tb PFK inh | TSHR antagonist | ELG1 repair inh | Eya2 phos inh | USP2a block | Mito fusion yeast
C(=N\Nc1nc2ccccc2s1)/c1ccc2c(c1)OCO2 | ? | -0.1% | 1% | 7%[46.1 µM] | -3% | 0% | 13 | ? | 1% | 2% | 3%
N#Cc1cc2c(=O)n3ccccc3nc2n(CCCN2CCOCC2)c1=O | 7% | -0.5% | -10% | . | -2% | 0% | 12 | -1% | -7% | 1% | -1%
Cc1cccc(C(=O)N/C(=C\c2ccco2)C(=O)N2CCCCCC2)c1 | 10% | -0.4% | -8% | -5% | -2% | -1% | 13 | -7% | -6% | 4% | -10%
Cc1cc(/C=C2/C(=O)NN(c3ccccc3)C2=O)c(C)n1-c1cccc(O)c1 | ? | 0.1% | -3% | -3%[46.1 µM] | -14% | -7% | 4 | ? | 2% | 0% | -10%
O=C(NCC(=O)N1CCN(S(=O)(=O)c2cccs2)CC1)c1ccc(Cl)cc1 | 1% | 0.1% | 0% | -4% | -1% | -3% | 4 | 12% | 4% | 3% | 3%
CC1Nc2nc(NC(=O)C(C)(C)C)[nH]c(=O)c2N(C)C1C (stereo unspecified) | -2% | -1.5% | 0% | 3%[46.1 µM] | 0% | 0% | -7 | 5% | 2% | 0% | 1%
COc1ccc(Br)cc1CN(C)C(=O)Cc1ccc(S(=O)(=O)N2CCOCC2)s1 | -2% | -0.3% | -1% | -1% | -2% | -2% | -6 | -28% | 1% | -1% | 7%
Cc1ccnc(NS(=O)(=O)c2cccs2)c1 | 8% | -0.2% | -5% | 10% | 8% | 0% | 6 | 10% | 13% | 2% | -4%
COc1ccc(C)cc1NC(=O)CNc1ccccc1CN(C)C1CCCCC1 | ? | 0.1% | -2% | 3% | 2% | 2% | -10 | ? | -2% | 0% | -10%
O=C(c1ccccc1)n1ccc(-c2cnc(-c3ccccc3)s2)n1 | ? | -0.1% | 0% | -6% | -13% | 3% | -9 | ? | -24% | 1% | 3%
COc1ccc2c(C)cc(=O)[nH]c2c1 | ? | 0.0% | -5% | 4% | 2% | -2% | -4 | 6% | -4% | 4% | -4%
Cc1cc(N2CCCCC2)ccc1[N+](=O)[O-] | ? | -0.4% | -4% | -6%[46.1 µM] | -3% | -18% | 4 | 17% | -13% | -3% | 9%
Cc1cc(C)nc(-n2ncc3c2CC(c2ccccc2)CC3=O)n1 (stereo unspecified) | -5% | -0.3% | -1% | -12% | -7% | -4% | 6 | ? | -4% | 2% | 0%
Cc1ccc(S(=O)(=O)NC2=NCN(CCN3CCOCC3)CN2)cc1 | 1% | 0.3% | -6% | . | 2% | -1% | -1 | 1% | 7% | -1% | -5%
CCCCCCOc1ccc(C(CC(=O)O)C(N)=O)cc1 (stereo unspecified) | 3% | 0.1% | 0% | 3% | 3% | -3% | 7 | ? | -5% | -1% | -2%
Cc1ccc(NC(=O)C2CCN(C(=O)c3ccccc3C)CC2)nc1 | 7% | -0.3% | 1% | -7% | -1% | 13% | -4 | 12% | -7% | -1% | -8%
OCC1OC(Oc2c[nH]c3ccccc23)C(O)C(O)C1O (stereo unspecified) | 3% | -0.2% | 2% | -1% | -1% | -8% | 3 | 14% | -2% | 4% | -7%
Cc1c(C(=O)Nc2cccc([N+](=O)[O-])c2)csc1-c1ccccc1 | 12% | -2.9% | 1% | 0% | -5% | -2% | -16 | ? | ? | 0% | 2%
O=C(c1ccc([N+](=O)[O-])cc1)N1CCc2ccccc2C1 | 9% | 0.2% | -4% | 0%[46.1 µM] | 7% | -8% | -4 | 15% | 10% | 2% | 20%
O=C(Cc1ccccc1)n1nc(-c2ccccc2)nc1NCc1ccco1 | 0% | 0.2% | 0% | -7% | -11% | -2% | 1 | ? | -4% | 1% | 5%
COc1cccc(-c2nnc(-c3ccc(C)o3)o2)c1 | ? | -0.2% | -5% | 8%[46.1 µM] | -9% | 7% | -11 | ? | 0% | -1% | 1%
CCOc1ccc(-c2csc(NC(=O)CSCC(=O)O)n2)c2ccccc12 | ? | 0.3% | -1% | -8% | 4% | 0% | -7 | 10% | 2% | 1% | -5%
COc1cccc(NC(=O)C2C3C=CC4(O3)C2C(=O)N(C2CC2)C4C(=O)NC2CCCCC2C)c1 (stereo unspecified) | 1% | 0.0% | -9% | -3% | 0% | -4% | -12 | -1% | 0%[15.4 µM] | 0% | 2%
CCC1(c2ccccc2)NC(=O)N(CC(=O)Nc2ccccc2C(=O)NC2CCCC2)C1=O (stereo unspecified) | -3% | 0.1% | 0% | -2% | 3% | -6% | -5 | 4% | 12% | 0% | -4%
Cc1cccc2cc(CN(CCc3ccccc3)C(=O)N3CCOCC3)c3nnnn3c12 | -2% | -1.0% | 1% | . | 3% | 0% | -4 | 0% | 10% | 2% | -4%
CCOc1ccc(NC(=S)NN2CCN(C)CC2)cc1 | -4% | -0.2% | -2% | -4%[46.1 µM] | -5% | -4% | 2 | -7% | 1% | 2% | -6%
O=C(Nc1ccsc1C(=O)NC1CCCCC1)c1ccc(F)cc1 | -1% | -0.9% | -9% | -7% | -5% | -5% | 11 | -3% | -7% | 1% | 1%
CC(CN1C(C)CCCC1C)OC(=O)c1ccccc1Cl (stereo unspecified) | -4% | 0.0% | -2% | 2% | 0% | -2% | 6 | ? | 7% | 9% | 0%
Cc1cccc(NC(=O)c2ccc([N+](=O)[O-])s2)n1 | ? | -0.7% | -1% | -1% | -2% | 1% | -3 | ? | -9% | 4% | -23%
Cc1ccc(NC(=O)COC(=O)C2=COCCO2)c([N+](=O)[O-])c1 | ? | 0.0% | 0% | -11% | -3% | -3% | -8 | -4% | 8% | 0% | 1%

More structures:
structure | Chronic BCR inh | B2AR arrestin | PTAP TSG101 blk | TCR act | uPA generation | Tb PFK inh | TSHR antagonist | ELG1 repair inh | Eya2 phos inh | USP2a block | Mito fusion yeast
O=C(Cc1ccc(S(=O)(=O)N2CCOCC2)s1)OCc1ccc(Cl)cc1 | 0% | -0.5% | 4% | 5% | -3% | -2% | -6 | 0% | -15% | 2% | 8%
COc1ccc(CCN2C(=S)N(c3ccccc3)C(=O)C2CC(=O)O)cc1OC (stereo unspecified) | 0% | -0.2% | 0% | 6% | -11% | -1% | -6 | 4% | -3% | 1% | -2%
CCOc1ccccc1CNCCO | -14% | -0.7% | -1% | -1%[46.1 µM] | . | -2% | -4 | 1% | 2% | 2% | -2%
Cc1ccc(NS(=O)(=O)c2ccc(C(C)C)cc2)cc1S(=O)(=O)N1CCOCC1 | 0% | -0.1% | -4% | 3% | -15% | 0% | . | ? | -11% | 3% | .
CN1CCSc2ccc(C(=O)Nc3cc(F)ccc3F)cc21 | ? | 0.2% | -7% | 4% | -3% | 13% | -7 | ? | -4% | -1% | 6%
CCNC(=O)CSc1nc2ccccc2c(=O)n1CCCOC(C)C | ? | 0.1% | -3% | . | 3% | 1% | -4 | ? | -13% | 3% | 4%
Cc1cc(Cl)ccc1NC(=O)CN1C(=O)NC2(CCCc3ccccc32)C1=O (stereo unspecified) | -17% | -0.1% | -2% | -5% | 14% | -3% | 3 | -1% | 11% | -1% | -2%
CCCCSc1nnc(-c2ccccc2)c2ccccc12 | ? | 0.1% | 0% | 11%[46.1 µM] | -6% | 0% | -19 | 4% | -1% | 0% | 27%
Cc1cc(C)n(S(=O)(=O)c2cc(C)c(C)cc2C)n1 | 1% | 0.0% | -10% | 3% | -2% | -1% | -9 | -4% | -13% | 3% | 1%
NCCCC[C@@H](C(=O)N1CCNCC1)n1cc([C@@H](N)CC(N)=O)nn1 | 0% | -1.1% | -3% | 3% | 3% | -3% | -5 | 7% | 12% | 0% | 8%
Cc1c(=O)n(OCc2ccccc2F)c2ccccc2[n+]1[O-] | -5% | 0.1% | -1% | 5% | -2% | 4% | 3 | 4% | -36% | -1% | 2%
CSc1sc(C#N)c2c1/C(=N\O)CCC2 | -1% | -0.1% | -3% | -9% | -4% | -1% | 2 | -8% | ? | 1% | 1%
CCC1CN(C(=O)NCc2ccc(C)cc2)c2cc(C)ccc2O1 (stereo unspecified) | -5% | -0.1% | -2% | 5% | 5% | -4% | 1 | 0% | -2% | -4% | 5%
